Bioassay records (PubChem BioAssay)
M. tuberculosis GlmU: inhibition of mycobacterial GlmU enzyme – biochemical, glucosamine-1-phosphate acetyltransferase (AID 1376) | M. tuberculosis GlmU acetyltransferase enzyme assay; higher % means a stronger effect | inhibition, %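 (tested at 30 µM in the primary screen)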; hits with a dose series show IC50 in µM | 220,000 compounds, 0.25% hits; in the data active means inhibition above about 13%;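 further: 0% = complete reaction with vehicle and 100% = reaction without substrate; strong numbers were not always called active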
Mtb RmlCD inh: M. tuberculosis RmlC/RmlD inhibition. P9WH09+P9WH11. RmlC+RmlD coupled enzyme assay, percent inhibition; primary screen in compound mixtures. inhibition, % at 3.6 µM. 160,000 compounds, 0.03% hits. AID 1533; in the data active means inhibition mostly above about 34%, no sharp cut-off; further: some results filed as inactive read as strong as hits
Target sequence (P9WH09 whole entry, looked up): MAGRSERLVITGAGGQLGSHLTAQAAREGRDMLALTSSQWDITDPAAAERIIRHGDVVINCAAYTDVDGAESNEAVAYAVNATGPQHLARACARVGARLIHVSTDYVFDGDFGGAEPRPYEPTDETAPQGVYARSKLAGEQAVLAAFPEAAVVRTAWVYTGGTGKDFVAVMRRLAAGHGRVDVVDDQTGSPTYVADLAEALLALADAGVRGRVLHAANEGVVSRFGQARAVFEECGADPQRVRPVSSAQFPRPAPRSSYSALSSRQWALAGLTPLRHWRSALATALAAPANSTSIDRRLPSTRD
Target sequence (P9WH11 whole entry, looked up): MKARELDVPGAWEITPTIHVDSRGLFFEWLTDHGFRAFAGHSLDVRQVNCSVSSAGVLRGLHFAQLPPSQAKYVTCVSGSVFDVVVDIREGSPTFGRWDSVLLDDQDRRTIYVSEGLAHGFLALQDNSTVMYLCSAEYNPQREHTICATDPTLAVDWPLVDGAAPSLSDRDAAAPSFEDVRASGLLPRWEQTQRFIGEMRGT
An asterisk follows results filed as active; . = not tested or not shown. Only part of the results is shown. The share of hits here may be higher or lower than overall.

SMILES	M. tuberculosis GlmU	Mtb RmlCD inh
C=CCn1c(-c2ccccc2)nc2nc3ccccc3nc21	1.6%	5
COc1ccc(C(=O)NCC(=O)NCC2(N(C)C)CCCCC2)cc1OC	0.4%	8
COC(=O)c1cc(COC(=O)c2cccnc2SC)oc1C	5.2%	-4
COc1ccc(NS(=O)(=O)c2cc(NC(=O)C3CCCO3)ccc2N2CCCC2)cc1 (stereo unspecified)	-2.5%	4
Cc1c(CN(C)C)c2c(n1Cc1ccccc1)C(=O)c1ccc(Br)cc1-2	-6.4%	5
CC(=O)NS(=O)(=O)c1ccc(NS(=O)(=O)c2ccccc2[N+](=O)[O-])cc1	6.0%	-11
Cc1ccc(S(=O)(=O)NC(CC(C)C)C(=O)Nc2nccs2)cc1 (stereo unspecified)	-2.3%	.
COc1ccnc(Oc2ccc(F)cc2)c1C(=O)N/C=N/OCc1ccccc1	-0.2%	22
Cc1cccnc1Nc1nc(-c2ccccn2)cs1	0.5%	4
COC(=O)CSc1ccc2nnc(-c3ccc(OC)c(OC)c3)n2n1	8.8%	.
Cc1cccc(N2CCN(C(=O)C3CCCCC3)CC2)c1C	8.2%	.
COC(C[C@@H](O)[C@H](C)[C@@H](O)COCc1ccccc1)OC	-1.1%	.
COc1ccc(N(CC(=O)NCc2ccco2)S(C)(=O)=O)c(OC)c1	6.4%	-10
CC(=O)Nc1ccc(C(=O)N(C)C(C(=O)Nc2ccccc2)c2ccccn2)cc1 (stereo unspecified)	1.1%	2
O=C(COc1ccc(Cl)cc1Cl)c1ccc[nH]1	.	26
CCOC(=O)c1nnn(-c2nc(OC)nc(N3CCCC3)n2)c1-c1ccccc1	.	0
COC(=O)Cc1cc(=O)n2[nH]c(C)cc2n1	1.0%	.
Cc1occc1C(=O)N1CCN(Cc2ccccc2)CC1	-4.3%	-7
CC(C)=CCSc1nnc([C@@H](NC(=O)OC(C)(C)C)C(C)C)o1	4.8%	11
CCN(C(=O)CSc1cc(C)c2ccc(OC)cc2n1)C1CCS(=O)(=O)C1 (stereo unspecified)	-0.3%	-7

The closing 3 entries of the section above are carried over, then new ones follow:
SMILES	M. tuberculosis GlmU	Mtb RmlCD inh
Cc1occc1C(=O)N1CCN(Cc2ccccc2)CC1	-4.3%	-7
CC(C)=CCSc1nnc([C@@H](NC(=O)OC(C)(C)C)C(C)C)o1	4.8%	11
CCN(C(=O)CSc1cc(C)c2ccc(OC)cc2n1)C1CCS(=O)(=O)C1 (stereo unspecified)	-0.3%	-7
CC12CN3CN(C1)CC(c1ccccc1)(C3)C2=O	-2.4%	.
O=c1nc2ccccc2c2n1CC(CN1CCN(C(c3ccccc3)c3ccccc3)CC1)N2 (stereo unspecified)	-6.5%	1
O=C(c1ccco1)c1n[nH]nc1-c1ccccc1	-2.2%	-4
CCN(CC)c1c(-c2ccccc2)c2cc(C)ccc2[nH]c1=O	-3.2%	1
CN=C(Nc1ccc(C)c(C)c1)SC1CC(=O)N(c2ccc(OC)cc2)C1=O (stereo unspecified)	-4.6%	-3
CCOc1ccc(NC(=O)CC2SC(N)=NC2=O)c([N+](=O)[O-])c1 (stereo unspecified)	-3.7%	3
C=CCN(C1CCCCC1)S(=O)(=O)c1ccc2c(c1)oc(=O)n2C	0.6%	.
CN(C)C(=O)Oc1cccc(NC(=O)c2ccccc2C(F)(F)F)c1	0.1%	.
O=C(COc1ccc(Cl)cc1Br)N1CCN(c2ccccc2)CC1	-0.8%	.
CC(=O)Oc1ccc2c(c1)OC(c1ccccc1)CC21CC(C)(C)NC(=O)N1 (stereo unspecified)	0.1%	.
O=C(CSc1nnc(SCc2ccc(F)cc2)s1)Nc1ccc(C(=O)O)cc1	1.1%	.
CC(NS(=O)(=O)c1ccc2[nH]c(=O)c(=O)[nH]c2c1)C(=O)O (stereo unspecified)	7.9%	-9
CCOC(=O)C1CCCN(C(=S)Nc2cc(C)cc(C)c2)C1 (stereo unspecified)	-2.2%	-1
COc1cc2[nH]c(=O)n(CCC(=O)N3CCN(Cc4ccc5c(c4)OCO5)CC3)c(=O)c2cc1OC	1.2%	28
C=CCSc1nc(O)c(CC)c(=O)n1C(C)CC (stereo unspecified)	-5.3%	-11
Cn1cc(CN2C[C@H]3CC[C@H]2C3)c(-c2ccccc2F)n1	3.3%	3
Cc1cc(C)n(-c2nc(NCCCO)c3c4c(sc3n2)CCCC4)n1	4.4%	-3
O=c1[nH]c(SCc2ccccc2Cl)nc2c1CCC2	-3.4%	-5
CCCOC(=O)c1c(NC(=O)/C=C/c2cnn(C)c2C)sc(C(=O)OC)c1C	1.2%	2
CSc1oc(-c2ccccc2)nc1S(=O)(=O)c1ccc(F)cc1	-1.6%	.

4 of the compounds above, with each value named:
> COc1cc2[nH]c(=O)n(CCC(=O)N3CCN(Cc4ccc5c(c4)OCO5)CC3)c(=O)c2cc1OC
  M. tuberculosis GlmU: 1.2%	Mtb RmlCD inh: 28
> C=CCSc1nc(O)c(CC)c(=O)n1C(C)CC (stereo unspecified)
  M. tuberculosis GlmU: -5.3%	Mtb RmlCD inh: -11
> Cn1cc(CN2C[C@H]3CC[C@H]2C3)c(-c2ccccc2F)n1
  M. tuberculosis GlmU: 3.3%	Mtb RmlCD inh: 3
> Cc1cc(C)n(-c2nc(NCCCO)c3c4c(sc3n2)CCCC4)n1
  M. tuberculosis GlmU: 4.4%	Mtb RmlCD inh: -3

The list goes on:
SMILES	M. tuberculosis GlmU	Mtb RmlCD inh
CCOC(=O)CNC(=O)Cc1ccc(Cl)cc1	1.7%	13
Cc1[nH]c(=O)[nH]c(=O)c1/C=C/C(=O)OCC(C)C	4.1%	14
NCCCCCC(=O)OC1N=C(c2ccccc2Cl)c2cc(Br)ccc2NC1=O (stereo unspecified)	-2.6%	6
O=C(N/C(=C\c1ccccc1Cl)C(=O)N1CCOCC1)c1ccc([N+](=O)[O-])cc1	7.8%	-3
COc1cc(C(=O)NCCOc2cccc3cccnc23)cc(OC)c1OC	-1.3%	9
CC(=O)Nc1cccc(C(=O)Nc2ccccc2N2CCOCC2)c1	0.9%	.
CCC(O)(CC)C(=O)NN(C(=O)CCl)c1ccccc1	2.7%	-10
CCOC(=O)C1=C(C)N=C2c3ccccc3C(=O)C2C1c1ccc(Br)cc1 (stereo unspecified)	0.7%	.
O=C(CSc1nc2scc(-c3ccco3)c2c(=O)n1-c1ccccc1)NCC1CCCO1 (stereo unspecified)	8.5%	-4
Cc1cc(NC(=O)CS(=O)(=O)c2cn(C)c3ccccc23)no1	1.5%	7
CCCn1c(NC(=O)C2COc3ccccc3O2)nc2ccccc21 (stereo unspecified)	3.7%	2
CC(C)Cc1oc(C(=O)O)cc1CN1CCOCC1	-0.6%	5
CN(C)C(=O)Oc1ccc[n+](C)c1	-2.7%	.
Cc1cc(C)n(C2CC(=O)N(c3cc(Cl)cc(Cl)c3)C2=O)n1 (stereo unspecified)	9.2%	11
CCOC(=O)C1(Cc2cccc(OC)c2)CCN(Cc2cnc(C)s2)CC1	1.4%	-9
COCCOc1cc(N)c(Cl)cc1Cl	-1.2%	-5
COc1ccc(/C=N/NC(=O)c2ccc(Cn3cc([N+](=O)[O-])cn3)o2)cc1O	1.6%	48
CCn1c(=O)n(CC(=O)N(C)Cc2ccccc2)c(=O)c2ccccc21	0.2%	9
Cc1ccc(-c2n[nH]c(=S)n2Cc2ccccc2)cc1	3.4%	-9
COc1ccccc1NC(=O)c1c(Nc2ccccc2F)sc(C(=O)Nc2cccc(Cl)c2)c1N	-1.5%	.
N#CC1=C(N)OC2=C(C(=O)CCC2)C1Cc1ccccc1 (stereo unspecified)	1.5%	.
O=C1NCCN1CCNS(=O)(=O)c1ccc(F)cc1	0.5%	.
CNC(=S)N1CCN(c2ccccn2)CC1	-1.3%	-8
C=CCNC(=S)NNC(=O)c1cc(Cl)ccc1OC	.	-12
COc1cc(OC)c(NC(=O)CCc2nc(-c3ccc(C)cc3)no2)cc1Cl	-3.5%	8
COc1ccc(C2(C(=O)N3CCOCC3)CCCC2)cc1	-3.0%	13
CNc1ncc(C(=O)c2ccc(Cl)cc2)s1	0.4%	-4
CCN1c2ccccc2-c2nc3ccccc3n2C1c1ccco1 (stereo unspecified)	0.1%	.
C=C(Br)Cn1c(CCC)nc2ccccc21	6.7%	13
Cc1cccc(OCCn2cccc2/C=C2/C(=O)NC(=O)N(Cc3ccco3)C2=O)c1	3.4%	3

Entries of single compounds, looked up by structure.
`COc1cc(OC)c(NC(=O)CCc2nc(-c3ccc(C)cc3)no2)cc1Cl` across the screens: M. tuberculosis GlmU = -3.5%; Mtb RmlCD inh = 8
`CCN1c2ccccc2-c2nc3ccccc3n2C1c1ccco1` (stereo unspecified) across the screens: M. tuberculosis GlmU = 0.1%; Mtb RmlCD inh = .
`O=C1NCCN1CCNS(=O)(=O)c1ccc(F)cc1` across the screens: M. tuberculosis GlmU = 0.5%; Mtb RmlCD inh = .

Next entries follow:
SMILES	M. tuberculosis GlmU	Mtb RmlCD inh
COc1cc(C(=O)OCCCN=C2NS(=O)(=O)c3ccccc32)cc(OC)c1OC	7.6%	-11
COc1cccc(/C=N/Nc2nc(Nc3ccccc3)nc(-n3nc(C)cc3C)n2)c1O	0.2%	5
COc1cccc(-c2csc3nc[nH]c(=O)c23)c1	3.9%	.
CS(=O)(=O)N(Cc1ccc(C(=O)NCc2ccco2)cc1)c1ccccc1	-0.5%	3
O=C(NCc1csc(-c2cccs2)n1)c1cccc(Cl)c1	-3.1%	-2
CC(C)NC(=O)COc1ccc(OCc2ccccc2)cc1	7.5%	4
O=C(CNc1ccc2c(c1)OCO2)N/N=C\c1cn(Cc2ccccc2)c2ccccc12	-0.8%	.
Cc1ncc([N+](=O)[O-])n1Cc1ccccc1	-1.6%	4
CCOC(=O)C(Sc1nnc2c3ccccc3n(CC)c2n1)C(=O)OCC	-2.3%	1
COc1ccccc1-c1cc(C(=O)NCc2ccco2)no1	-3.0%	0
COC(=O)Cc1cc(=O)n2[nH]c(C)nc2n1	1.5%	-12
Cc1cccc(C(=O)Oc2ccccc2C(=O)N2CCOCC2)c1	2.5%	9
O=C(CNC(=S)N(CCCN1CCOCC1)Cc1cccs1)N1CCOCC1	1.8%	-14
COc1cccc(NC(=O)CSc2nc3ccccc3c(=O)n2CCCC(=O)NCCCN2CCOCC2)c1	-2.7%	-10
Clc1c(Cl)c(Cl)c2n[nH]nc2c1Cl	.	12
Cc1ccc(-n2ncc3c(=O)n(-c4ccc(C)c(C)c4)c(-c4ccco4)nc32)cc1	2.8%	0
CCc1nc2sc(C(C)=O)c(N)c2c2c1CCCC2	5.6%	-6
Oc1[nH]c2ccccc2c1N=Nc1ncnc2c1oc1ccccc12	-0.6%	10
CCCNC(=O)[C@H](C)NC(=O)c1ccc(Br)cc1	6.8%	76
CC(C)C(=O)Nc1ccc(C(=O)NNC(=S)NC(=O)c2cccs2)cc1	2.4%	.
Cc1ccc(CN2CC(C(=O)Nc3nnc(SCc4c(Cl)cccc4Cl)s3)CC2=O)cc1 (stereo unspecified)	1.8%	-12
COc1ccc(C2N3CC4(C)CN2CC(C)(C3)C4O)cc1OC (stereo unspecified)	1.2%	.
Cc1cc(C)c(NC(=O)CN2C(=O)NC3(CCCCC3)C2=O)c(C)c1	2.5%	.
O=C(NS(=O)(=O)Oc1ccc(Cl)cc1)OC[C@@H]1CCCN2CCCC[C@H]12	0.8%	.
COCCCNC(=O)c1ccc(C(=O)NCCCOC)cc1	4.4%	21
COc1ccc(CN2C(=O)N(c3ccc(OC)cc3)C(=O)C2CC(=O)Nc2ccccc2)cc1 (stereo unspecified)	1.4%	-8
Cc1[nH]c(=O)c(C(=O)c2cc(Cl)ccc2O)cc1C(=O)O	0.9%	-15
CN1CCC(OC(=O)Cc2ccc(Cl)cc2)CC1	-3.3%	8
CC(=O)Nc1ccc(S(=O)(=O)N2CCC(c3nc4ccc(C)cc4[nH]3)CC2)cc1	3.3%	.
CCCCOc1ccc(/C=C/C2=CC(C)(C)NC(=S)N2)cc1OCC	1.9%	7
Cc1c(NC(=O)c2cccs2)cccc1-c1nc2ccccc2s1	3.3%	-4
O=C(Nc1ccc(F)cc1)c1ccc2nc[nH]c2c1	3.7%	-10
CN1CN(C)c2cccc3cccc1c23	-4.9%	.
N#CCCn1cc(/C=N/O)c(-c2ccc(-c3ccccc3)cc2)n1	-1.5%	-11
CN(C(=O)CN1C(=O)c2ccccc2S1(=O)=O)c1ccccc1C(=O)O	-2.2%	8
N#Cc1cc(-c2ccccc2)oc1NC(=O)c1ccccc1	8.6%	11
Cc1cc(C)c(C)c(S(=O)(=O)N2CCN(C)CC2)c1C	6.7%	-8
COc1cccc(NC(=O)Cc2ccccc2)c1	5.3%	6
CC1CCC2(CC1)NC(=O)N(CC(=O)c1cn(CCC#N)c3ccccc13)C2=O (stereo unspecified)	.	-3
Cn1c(=O)c2c(SCC(=O)N3CCOCC3)nc(C3CC3)nc2n(C)c1=O	-5.2%	-8
CCn1cc(C(=O)Nc2ccccc2)c(=O)c2ccc(C)nc21	0.1%	8
COc1ccc(C)cc1NC(=S)N1CCN(c2ccccn2)CC1	1.6%	-7
COc1ccc2c(Cl)c(C(=O)NCCCn3ccnc3)sc2c1	-1.2%	.
Cc1cccc(C)c1NC(=O)COc1ccccc1C(=O)Nc1ccc(Br)cn1	1.9%	-12
CCOC(=O)C(NC(=O)CC)(Nc1nc2c(s1)CCCC2)C(F)(F)F (stereo unspecified)	5.1%	-8
COc1cc(/C=C/c2noc(-c3ccccc3O)n2)ccc1OC(C)=O	6.1%	-8
S=C(c1ccc(-c2ccc(Cl)c(Cl)c2)o1)N1CCOCC1	-2.6%	-8
Cc1nnc(SC(C)C#N)n1-c1ccccc1 (stereo unspecified)	1.7%	52
COc1ccc(S(=O)(=O)N2CCC(C(=O)Nc3cccc(Cl)c3)CC2)cc1OC	-4.1%	-5
COc1cccc(NC(=O)c2cccs2)c1	-1.3%	6
